High-throughput results as filed in PubChem BioAssay.
Bcl-xL primary: inhibitors of human Bcl-xL, primary screen, biochemical, fluorescence polarization, HTS; Bcl-2-like protein 1 (Homo sapiens), Q07817; GST-Bcl-xL / FITC-Bim BH3 peptide fluorescence polarization; inhibition, % at 10.9 µM; 0.7% of 320,000 active;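 active means inhibition above the mean of all tested compounds plus 3 SD, cutoff set per campaign, cut at about 30% in these data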;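 further: 0% = DMSO wells and 100% = unlabeled Bim-BH3 peptide competitor; inhibitors lower millipolarization by displacing the labeled peptide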
CIT2-GFP yeast: modulators of CIT2-GFP expression in yeast, primary screen, S. cerevisiae, GFP fusion, multiplex flow cytometry, MLPCN library. S. cerevisiae CIT2-GFP strain, 3 h; 100 means same as DMSO wells. GFP response vs DMSO, % at 10 µM. 0.065% of 320,000 active. AID 2029, 2009;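 active means GFP response relative to DMSO above a set limit, near the screen mean plus 3 SD, cut at about 150% in these data; inconclusive means Fewer than 70 cells measured for a yeast strain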;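 further: ratio of well median GFP fluorescence to mean of DMSO wells on the plate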
MCL1-BIM inh: inhibitors of MCL1 binding to BIM-BH3, primary screen, biochemical, fluorescence polarization; Induced myeloid leukemia cell differentiation protein Mcl-1 (Homo sapiens), Q07820; GST-MCL1 / FITC-Bim-BH3 fluorescence polarization; inhibition, % at 10.9 µM; 0.68% of 320,000 active; AID 2057, 2009;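 active means inhibition above the mean inhibition of all tested compounds plus 3 SD, set per campaign, cut at about 40% in these data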;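 further: 0% = DMSO wells and 100% = unlabeled Bim-BH3 peptide control; higher means more loss of mP so more displacement of Bim peptide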
Target sequence (Q07820 whole entry, looked up): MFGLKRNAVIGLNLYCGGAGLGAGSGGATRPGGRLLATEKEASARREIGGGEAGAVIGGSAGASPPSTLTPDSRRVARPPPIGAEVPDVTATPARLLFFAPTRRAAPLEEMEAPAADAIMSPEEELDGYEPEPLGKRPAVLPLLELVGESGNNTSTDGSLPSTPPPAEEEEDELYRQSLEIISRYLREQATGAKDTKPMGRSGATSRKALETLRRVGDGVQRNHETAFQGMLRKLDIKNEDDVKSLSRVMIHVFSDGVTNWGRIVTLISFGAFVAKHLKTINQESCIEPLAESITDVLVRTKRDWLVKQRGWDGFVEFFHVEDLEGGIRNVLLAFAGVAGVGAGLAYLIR
AGP1 TOR yeast: modulators of AGP1-GFP expression in yeast TOR pathway, primary screen, cell-based, multiplex flow cytometry, S. cerevisiae, MLPCN library | 0.02% of 320,000 active | GFP response vs DMSO, % at 10 µM | AID 2066, 2009 | 3 h; GFP as percent of DMSO wells;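 active means GFP response relative to DMSO above a set limit, near screen average plus 3 SD, cut at about 150% in these data; inconclusive means fewer than 70 cells counted for the yeast strain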;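 further: median GFP channel fluorescence of the gated AGP1 strain per well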
Yeast superoxide: reduction of superoxide in aged yeast, primary screen, HTS; S. cerevisiae aged cells, superoxide DHE fluorescence; stronger effect = lower value; AID 2690, 2010; 0.18% of 330,000 active; superoxide response (% of plate mean), % at 10 µM;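 active means superoxide response under a set limit, about three screen SD below normal, cut at about 65% in these data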;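 further: yeast aged for seven days with compound at 30 °C before DHE staining; 100% = average MFI of all compound-treated wells on the plate with controls excluded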
GLD-1 RNA inh: GLD-1/TGE RNA complex disruptors, primary screen, biochemical, fluorescence polarization; Female germline-specific tumor suppressor gld-1 (Caenorhabditis elegans), Q17339; purified GLD-1 + fluorescein TGE RNA; inhibition, % at 5.96 µM; AID 2280, 2010; 0.44% of 320,000 active;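 active means percent inhibition above a per-plate cutoff, the plate mean of test compounds plus 3 SD, cut at about 30% in these data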;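 further: 0% = DMSO wells with GLD-1 and probe and 100% = wells lacking GLD-1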
Target sequence (Q17339 whole entry, looked up): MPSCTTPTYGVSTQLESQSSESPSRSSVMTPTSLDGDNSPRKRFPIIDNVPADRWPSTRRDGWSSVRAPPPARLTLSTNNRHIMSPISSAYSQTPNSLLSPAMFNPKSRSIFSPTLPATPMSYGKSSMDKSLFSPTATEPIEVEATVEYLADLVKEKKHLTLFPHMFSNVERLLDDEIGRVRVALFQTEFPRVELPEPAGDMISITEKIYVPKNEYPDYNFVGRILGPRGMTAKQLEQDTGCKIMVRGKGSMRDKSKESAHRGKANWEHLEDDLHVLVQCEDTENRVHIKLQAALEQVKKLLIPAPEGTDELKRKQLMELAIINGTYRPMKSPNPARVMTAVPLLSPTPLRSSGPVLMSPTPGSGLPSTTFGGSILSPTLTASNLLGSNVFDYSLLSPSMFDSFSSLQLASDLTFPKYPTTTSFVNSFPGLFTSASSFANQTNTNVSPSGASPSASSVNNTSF
GRK2 aptamer HTS: compounds blocking aptamer binding on GRK2 – biochemical, human GRK2, bead flow cytometry, HTS, primary screen | FAM-aptamer displacement from GRK2 | 0.59% of 330,000 active | Beta-adrenergic receptor kinase 1 (Homo sapiens), P25098 | inhibition of aptamer binding, % at 10 µM;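 active means inhibition of aptamer binding above 40%, roughly 3 SD of noise, on plates passing a quality check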;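 further: median bead fluorescence of bound FAM aptamer so fluorescent compounds give negative values; no value below 0 was filed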
MEX-5 binding: MEX-5 zinc finger RNA-binding disruptors – biochemical, C. elegans, fluorescence polarization, MLPCN library, primary screen. Zinc finger protein mex-5 (Caenorhabditis elegans), Q9XUB2. MEX-5/FITC-TCR2 RNA binding; stronger effect = lower value. activity score (negative = inhibition of binding), % at 10 µM. 0.38% of 300,000 active;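 active means inhibition past about -25% in most replicates, and total fluorescence under double the plate's negative control median, limit read from the data; inconclusive means replicates evenly split on the limit, or fluorescence at least double controls; inactive means too little inhibition in most replicates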;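 further: 0% = DMSO and -100% = 5 µM competing unlabeled TCR2 RNA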
VLA-4 inh: inhibition in human VLA-4 binding assay, primary screen, VLA-4 allosteric modulator project, MLPCN library, flow cytometry, VLA-4 expressing cells; ligand binding flow cytometry; Integrin alpha-4 (Homo sapiens), P13612; inhibition, % (about 7 µM as worked out from the volumes in the protocol); 0.2% of 330,000 active; in the data active means inhibition above about 50%
Numbers without * were called inactive; ? = inconclusive; . = no result given.

SMILES	Bcl-xL primary	CIT2-GFP yeast	MCL1-BIM inh	AGP1 TOR yeast	Yeast superoxide	GLD-1 RNA inh	GRK2 aptamer HTS	MEX-5 binding	VLA-4 inh
CC(c1ccccc1)n1cc(C(=O)NCC2CCCO2)nn1 (centres undefined)	5	97	-1	98	100	-1	0	1.0	7
CCN(CC)C(=O)CSc1nnc([C@H](Cc2c[nH]c3ccccc23)NC(=O)OC(C)(C)C)o1	5	95	1	97	81	8	6	-2.2	23
Cc1cccc(OCC(=O)Nc2ccc(N3CCN(C(=O)c4ccco4)CC3)cc2)c1C	2	?	0	?	104	-5	2	-0.7	-17
CCCN1C(=O)c2ccc(C(=O)NC3=NCCS3)cc2C1=O	-3	84	-6	.	106	-7	0	-1.8	3
O=C(c1cccc(S(=O)(=O)Nc2cccc(C(F)(F)F)c2)c1)N1CCOCC1	-1	98	10	106	87	-2	0	-0.1	-1
O=[N+]([O-])c1ccc(Sc2ccc(F)cc2)nc1	2	98	1	107	94	-3	0	-2.3	3
Cc1cc(C)n(C(=O)CSc2nc3ccccc3o2)n1	2	?	0	?	100	-2	0	-2.8	2
Cc1cc(C)n(-c2ccc(C(=O)N3CCN(S(=O)(=O)c4ccc(Cl)cc4)CC3)cc2)n1	-3	97	-7	107	107	0	0	.	23
O=C(c1cccn2c(=O)c3cc(Br)ccc3nc12)N1CCN(c2ccccn2)CC1	7	89	2	99	106	5	2	.	-18
Cc1ccc(CNC(=O)CCS(=O)(=O)c2ccc(Cl)cc2)cc1	-4	95	-3	106	109	3	1	.	-5
COC(=O)c1[nH]c2ccc(Br)cc2c1NC(=O)C(C)N1CCN(C2CCCCC2)CC1 (centres undefined)	-9	99	-7	.	95	0	0	-0.9	4
CC1=CC(C)[C@H](/C=N/n2c(=O)[nH]c3c([nH]c4ccc(Br)cc43)c2=O)C(C)C1 (some centres undefined)	5	103	4	100	100	5	0	-1.2	1
C=C(C)CN(CC)C(=O)CN1C(=O)NC2(CCc3ccccc32)C1=O (centres undefined)	0	97	3	98	98	-6	1	0.4	-4
CCN1C(=O)CC(N2CCN(c3ccc(OC)cc3)CC2)C1=O (centres undefined)	1	102	0	100	102	-2	1	-1.3	0
Cc1cccc(NC(=O)c2cc(-c3ccc(C)s3)nc3ccccc23)n1	3	96	4	93	84	4	2	2.4	3
CCOC(=O)C(O)(CC(=O)c1ccc(OC)cc1)C(F)(F)F (centres undefined)	4	86	10	91	98	-5	1	0.5	-3
CC(C)CNC(=O)Nc1ccccc1F	-3	94	-8	99	100	-2	3	0.5	20
CC(C)NC(=O)Nc1ccc2c(c1)C(=O)N([C@H](C)CO)C[C@H](C)[C@@H](CN(C)S(=O)(=O)c1ccccc1)O2	.	.	.	.	96	-1	4	.	-3
CC1=C(C#N)C(c2ccccc2O)C(C#N)=C(C)N1	4	94	3	105	112	4	0	-6.2	48
Cn1c(=O)n(C)c2cc(NC(=O)c3ccc(F)cc3)ccc21	2	105	-1	99	100	10	0	2.0	6
C=CC[C@@H](CC(=O)N(CCO)Cc1ccccc1)C(=O)NCCOC(=O)[C@@H](CC=C)Cc1ccc(F)cc1	.	90	.	105	120	1	3	.	4
Cn1ccnc1SCC(=O)Nc1cccc(C(F)(F)F)c1	4	104	-1	101	96	4	1	2.5	0
O=C(C1CCCCN1S(=O)(=O)c1ccccc1[N+](=O)[O-])N1CCOCC1 (centres undefined)	0	107	1	104	105	1	2	-0.2	7
Cc1[nH]n(-c2ccccc2)c(=O)c1N=Nc1ccccc1C(=O)O	10	105	8	93	107	0	0	-2.8	3
CC1CCCCN1C(=O)Cc1ccc(F)cc1 (centres undefined)	-3	101	-6	103	104	6	3	1.2	-16
COc1cccc(C(=O)N2CCN(C(=O)c3cccc4ccccc34)CC2)c1OC	7	84	0	85	107	-1	3	-2.9	0
Cc1nc2ccc(NC(=O)N3CCN(c4ccccn4)CC3)cc2s1	1	?	1	99	103	-7	2	-0.6	9
CCOC(=O)Cc1csc(N/N=C\c2ccccc2OC)n1	6	103	14	96	102	-2	0	2.0	9
C=CCNC(=S)N1CC2(C)CN(C(=S)NCC=C)CC(C)(C1)C2=O	3	98	-1	104	108	-3	0	-0.7	11
Cc1nc(C)c(C(=O)OCC(=O)NCc2ccccc2)s1	5	96	4	97	119	4	1	.	3
CC(=O)Nc1ccc(S(=O)(=O)N[C@@H](C)C(=O)NC2CCCc3ccccc32)cc1 (some centres undefined)	.	96	.	97	87	-2	2	.	-2
CN1CCN(c2ccc(NC(=O)c3ccc(C(F)(F)F)cc3)cn2)CC1	1	92	0	95	98	-3	0	-2.0	15
Cc1ccccc1N1CCN(Cc2c[nH]c3ccccc23)CC1	-3	90	-1	96	112	-1	0	1.9	3
O=C(Cc1ccccc1[N+](=O)[O-])NCc1ccc(Cl)cc1	3	92	5	94	98	1	0	0.6	3
Cc1ccc(-c2nc(C3CCCN(S(=O)(=O)c4ccc(C)cc4)C3)no2)cc1 (centres undefined)	6	102	5	114	102	4	0	-2.4	-4
COc1ccc(CN=C(NS(=O)(=O)c2cccs2)SC)cc1	-4	107	-6	98	127	11	1	-1.1	6
O=C(Nc1cccc(-n2cccn2)c1)C1CCCN(Cc2cccc(F)c2F)C1 (centres undefined)	2	96	0	98	100	3	0	1.8	9
FC(F)(F)c1cccc(NC(=S)N2CCCCCC2)c1	3	73	3	87	76	-6	0	-0.1	21
O=C(CCc1ccc(S(=O)(=O)NCc2ccccc2)cc1)NCc1ccco1	1	94	3	107	76	-10	2	-0.3	6
CN(C)C(=O)c1ccc(=O)n(Cc2ccc(Cl)cc2Cl)c1	0	100	5	108	114	2	0	-0.2	2
Nc1c(C(=O)NCc2ccco2)nnn1Cc1ccccc1	4	84	7	106	96	2	0	-1.2	-3
CCOC(=O)C1=C(CS(=O)(=O)c2ccccc2)NC(=O)NC1c1ccccc1OCC (centres undefined)	2	112	1	108	106	-3	11	-1.5	-12
O=S(=O)(NCCCN1CCOCC1)c1ccc(Cl)cc1	5	105	3	106	98	-7	1	0.4	-7
CCOC(=O)N1CCC2(CC1)C(C#N)=C(N)OC1=C2C(=O)CC(C)(C)C1	10	102	2	99	103	5	0	0.9	3
CCN(CC)c1ccc(NC(=O)COc2ccc(-n3cnnn3)cc2)cc1	.	97	.	100	86	4	2	.	-7
O=C(O)C1(c2ccccc2)CCN(S(=O)(=O)c2ccc(Cl)s2)CC1	5	99	-2	92	115	4	0	0.7	21
Cc1ccnc(NC(=O)Nc2cccc(F)c2)c1	5	99	1	103	112	5	0	-0.8	11
CCC(C)(C(=O)NC1CCCC1)N(C(C)=O)c1ccc(C)cc1 (centres undefined)	3	98	7	98	84	3	1	3.1	-3
O=C(Nc1nc2ccccc2c2nc3ccccc3n12)c1ccc(F)cc1	-1	.	-4	.	97	4	0	0.1	6
CCOC(=O)C1=C(c2ccccc2)N=c2s/c(=C\c3ccc(O)cc3)c(=O)n2C1c1cccs1 (centres undefined)	-6	99	-22	102	105	-13	0	-7.9	-417
O=C(CN1CCCC(O)C1)N1c2ccccc2Sc2ccc(C(F)(F)F)cc21 (centres undefined)	4	106	-3	110	108	4	8	.	12
CCCc1c(O)nc(SC2CC(=O)N(c3ccc(C)c(Cl)c3)C2=O)[nH]c1=O (centres undefined)	6	101	2	102	101	8	1	2.8	4
Cc1ccc(CNC(=O)C(OC(=O)c2cccs2)C(C)C)cc1 (centres undefined)	0	96	8	98	104	3	1	0.3	8
Brc1ccc(CSc2nccn2-c2ccccc2)cc1	-3	90	4	91	101	1	0	1.5	2
Cc1ccc(NC(=O)CN2CCN(Cc3ccccc3)CC2)cc1Cl	0	101	-2	112	98	9	0	3.4	2
COc1ccc(NC(=O)CSc2nnc(CNC(=O)c3ccco3)n2-c2ccccc2OC)cc1	3	105	1	107	85	4	4	.	5
CCc1ccc(NC(=O)N(CCOC)C2CCN(C(C)=O)CC2)cc1	2	100	4	103	111	-1	1	0.2	0
O=[N+]([O-])c1ccc2[nH]ncc2c1	6	71	3	93	82	-8	2	-0.6	-2
Cc1cc(C)c2nc(N(CCN(C)C)C(=O)c3ccc4ccccc4c3)sc2c1	-2	97	0	105	109	0	0	-1.1	1
COc1ccc(C(C(=O)NC2CCCC2)N(C(=O)c2snc(C(N)=O)c2N)c2ccccc2OC)cc1OC (centres undefined)	-1	115	-3	110	91	4	2	2.7	1

Among those listed so far, eight have a Cl atom:
SMILES	Bcl-xL primary	CIT2-GFP yeast	MCL1-BIM inh	AGP1 TOR yeast	Yeast superoxide	GLD-1 RNA inh	GRK2 aptamer HTS	MEX-5 binding	VLA-4 inh
Cc1cc(C)n(-c2ccc(C(=O)N3CCN(S(=O)(=O)c4ccc(Cl)cc4)CC3)cc2)n1	-3	97	-7	107	107	0	0	.	23
Cc1ccc(CNC(=O)CCS(=O)(=O)c2ccc(Cl)cc2)cc1	-4	95	-3	106	109	3	1	.	-5
O=C(Cc1ccccc1[N+](=O)[O-])NCc1ccc(Cl)cc1	3	92	5	94	98	1	0	0.6	3
CN(C)C(=O)c1ccc(=O)n(Cc2ccc(Cl)cc2Cl)c1	0	100	5	108	114	2	0	-0.2	2
O=S(=O)(NCCCN1CCOCC1)c1ccc(Cl)cc1	5	105	3	106	98	-7	1	0.4	-7
O=C(O)C1(c2ccccc2)CCN(S(=O)(=O)c2ccc(Cl)s2)CC1	5	99	-2	92	115	4	0	0.7	21
CCCc1c(O)nc(SC2CC(=O)N(c3ccc(C)c(Cl)c3)C2=O)[nH]c1=O (centres undefined)	6	101	2	102	101	8	1	2.8	4
Cc1ccc(NC(=O)CN2CCN(Cc3ccccc3)CC2)cc1Cl	0	101	-2	112	98	9	0	3.4	2

An unsorted share of the library. About 2.1% of those tested had a hit in this group.
